Screening data as filed in PubChem BioAssay.
UPR XBP1 act = activators of adaptive arm of unfolded protein response (XBP1) | CHO-XBP1 luciferase reporter, IRE1-XBP1 UPR activation, luminescence; percent of tunicamycin response, DMSO as zero | activation, % at 20 µM | 0.33% of 330,000 active;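 active = versus positive control, 20 µM dose yields 30% or more activation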;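 also: 100% = tunicamycin at 10 µg/mL and 0% = DMSO only wells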
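Material: IRE1-XBP1 luciferase reporter CHO line / Quantity: one thousand reporter cells per well / Buffer or medium: F12 with 10% serum / Compound: 20 µM single concentration, DMSO 1% / Times: 6 h treatment, 37 °C / Detection: Steady-Glo luciferase glow luminescence, 10 min after reagent addition / Benchmarks: tunicamycin high, DMSO low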
TIM10 inh = TIM10 yeast growth inhibition; inhibition, % at 10 µM; S. cerevisiae TIM10 strain growth, BacTiter-Glo luminescence, 24 h; 1.4% of 330,000 active;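 active = inhibition of 40% or more at the single tested concentration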;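 also: wild-type TIM10 isogenic control strain grown at permissive 25 °C; 0% = DMSO yeast wells and 100% = minimal medium wells without yeast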
tim10-1 inh = inhibits growth of tim10-1 mutant yeast. 2.2% of 330,000 active. AID 463190. S. cerevisiae tim10-1 ts strain growth, BacTiter-Glo, 24 h. inhibition, % at 20 µM;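 active = inhibition of at least 40%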;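 also: mutant grown at 25 °C; 0% = DMSO wells with yeast and 100% = wells holding no yeast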
tim23-1 inh = inhibits growth of tim23-1 mutant yeast. S. cerevisiae tim23-1 growth, BacTiter-Glo luminescence, 24 h. inhibition, % at 20 µM. 1.3% of 330,000 active;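 active = growth inhibition of the mutant yeast at or above 50%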;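 also: temperature-sensitive mutant grown at 25 °C; plate controls were DMSO-treated mutant yeast for no effect and medium wells lacking yeast for full effect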
Mdm2-MdmX inh = inhibitors of human Mdm2/MdmX interaction. SaOS-2 split-luciferase Mdm2/MdmX complementation, luminescence. inhibition, % at 8 µM. O15151+Q00987. AID 485346. 3% of 330,000 active;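 active = inhibition of at least 50% at 8 µM in the primary screen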
NLRP3 yeast inh = NALP3 inhibition in yeast. 0.39% of 330,000 active. inhibition, % at 10 µM. Yeast reconstituted NLRP3/ASC/caspase-1, beta-gal luminescence, 24 h. AID 2825;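 active = inhibition of 50% or more; inactive = inhibition below 50%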;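 also: plate controls were induced DMSO wells for no effect and uninduced yeast grown without galactose for full effect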
UPR CHOP act = apoptotic UPR (CHOP) activation; activation, % at 10 µM; CHO-CHOP luciferase reporter, luminescence; percent of tunicamycin response over DMSO baseline; AID 449763; 0.34% of 330,000 active;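 active = at 10 µM dose, activation of 40% or more, normalized to positive control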;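 also: 100% = tunicamycin at 10 µg/mL and 0% = DMSO alone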
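Dosing – one dose, 10 µM in 0.5% DMSO · System – CHO-CHOP cells, stable luciferase reporter of PERK-eIF2a-CHOP signalling · Input – 500 cells/well · Control set – tunicamycin 10 µg/mL final as positive, DMSO-only wells as negative · Timing – 6 h compound treatment, 37 °C · Measure – % activation vs tunicamycin · Technique – luminescence read with Steady-Glo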
GRIN3A LBD mod = NR3A (human) ligand-binding domain modulation | NR3A LBD differential scanning fluorimetry, Tm shift; 0% = protein alone, 100% = glycine-bound protein | Tm shift relative to glycine control, % at 25 µM | 2.5% of 340,000 active | AID 1259313;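 active = melting temperature shift of at least 10% of the positive control shift, at one fixed dose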
APJ agonist = agonists of human APJ apelin receptor; P35414; CHO-K1 APJ PathHunter beta-arrestin, luminescence; 0% DMSO wells, 100% apelin; activation, % at 20 µM; 0.11% of 330,000 active;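 active = activation more than six SD over the plate average, tested at 20 µM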;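 also: 0% = DMSO alone and 100% = apelin-13 at 10 nM; some results filed as inactive read as strong as hits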
Target sequence (P35414 whole entry, looked up): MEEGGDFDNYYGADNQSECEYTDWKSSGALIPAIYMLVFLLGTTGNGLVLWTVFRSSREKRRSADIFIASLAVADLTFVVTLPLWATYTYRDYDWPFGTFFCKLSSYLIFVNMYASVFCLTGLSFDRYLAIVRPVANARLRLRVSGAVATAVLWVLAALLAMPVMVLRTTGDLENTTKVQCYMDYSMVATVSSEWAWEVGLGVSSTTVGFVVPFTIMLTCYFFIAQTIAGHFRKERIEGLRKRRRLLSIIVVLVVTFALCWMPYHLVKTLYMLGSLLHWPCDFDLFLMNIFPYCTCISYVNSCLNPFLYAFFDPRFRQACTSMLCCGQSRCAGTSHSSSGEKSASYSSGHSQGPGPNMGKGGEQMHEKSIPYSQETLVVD
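Material: engineered CHO-K1 APJ arrestin reporter cells; amount: 1000 CHO-K1 reporter cells seeded per well; incubation: compound stimulation 90 min at 25 °C, detection 60 min; signal: luminescent beta-gal fragment complementation, chemiluminescent substrate; read-out basis: APJ agonist activity; controls: DMSO-only wells as negative, 10 nM Apelin-13 as positive control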
Starred values were filed as active, the others as inactive; . = not tested or not shown.

Values run as follows: UPR XBP1 act | TIM10 inh | tim10-1 inh | tim23-1 inh | Mdm2-MdmX inh | NLRP3 yeast inh | UPR CHOP act | GRIN3A LBD mod | APJ agonist
> O=C(NNS(=O)(=O)c1ccc(Br)cc1)c1sccc1-n1cccc1
 : -2 | 9 | 22 | 10 | -1 | 2 | -0.6 | 14* | -3
> CCC(=O)N1CCN(c2ccc(Cl)cc2NC(=O)c2cccc([N+](=O)[O-])c2)CC1
 : 0 | 6 | 6 | 3 | 55* | 8 | 1.1 | 0 | 5
> COC(=O)c1ccc(COc2ccc(C(=O)c3ccccc3)cc2)o1
 : -4 | 6 | 19 | 28 | 6 | 17 | 0.8 | 2 | -6
> Cc1ccccc1S(=O)Cc1ccc(C(=O)NCCN2CCOCC2)o1 (stereo not drawn)
 : -7 | -2 | 0 | 0 | 0 | 0 | 1.6 | 0 | -7
> O=C(Nc1ccc(Cl)cn1)c1cccc(S(=O)(=O)N2CCOCC2)c1
 : 2 | 4 | 13 | 25 | -1 | -25 | 1.7 | -3 | 0
> CC(C)(C)c1ccc(OCCNC(=O)c2ncn[nH]2)cc1
 : 2 | -3 | 0 | -3 | 1 | 46 | 3.1 | 0 | -1
> CCOc1ccc(C(=O)c2cc([N+](=O)[O-])ccc2Cl)cc1
 : 4 | -17 | 2 | 30 | 15 | 67* | -0.3 | 3 | 5
> CCN(CC)C(=O)c1ccc(NS(=O)(=O)c2ccc(/C=C/C(=O)O)cc2)cc1
 : 1 | -9 | 8 | 1 | -1 | 13 | 0.0 | 1 | -1
> COc1cc2cc(CCOC(=O)c3ccc(C(F)(F)F)cc3)oc(=O)c2cc1OC
 : 0 | 9 | 15 | 3 | 10 | 9 | -0.4 | 1 | 0
> CS(=O)(=O)N(Cc1ccc(F)cc1)Cc1nc2ccccc2c(=O)[nH]1
 : -2 | -9 | 8 | 12 | -44 | 24 | -1.2 | -1 | 16
> Cc1cc(C)c(C#N)c(Nc2cccc(Br)c2)n1
 : -3 | -7 | -7 | 28 | -10 | 34 | 2.1 | 0 | -3
> COc1ccc(C(=O)NC(=S)Nc2ccccc2F)cc1
 : 3 | 17 | 16 | 13 | -142 | 22 | 7.5 | -1 | -1
> Cc1cc(NC(=O)C(C)SCC(=O)OC(C)C(=O)Nc2cccc(C#N)c2)no1 (stereo not drawn)
 : 2 | 2 | -14 | 5 | -5 | 21 | 1.6 | -1 | 4
> Fc1ccc(C(c2nnnn2CCc2ccccc2)N2CCCc3ccccc32)cc1 (stereo not drawn)
 : -3 | 8 | 23 | -1 | 42 | 5 | -0.4 | 0 | 0
> O=C(CCC(=O)N(CC(=O)NC1CCCC1)Cc1ccc(F)cc1)Nc1nccs1
 : -1 | 4 | 15 | -4 | 12 | 10 | 3.2 | 0 | 1
> CN(C(=O)COC(=O)c1ccc2ccccc2n1)c1ccccc1
 : 2 | -1 | 10 | 23 | 13 | -26 | -1.0 | -2 | 0
> Cc1ccc(SCC2CNc3nc4ccccc4c(=O)n32)c(C)c1 (stereo not drawn)
 : 0 | -30 | -13 | -5 | 10 | 20 | -2.6 | 3 | -1
> Cc1nn(C)c(C(=O)Sc2cccc(Cl)c2)c1[N+](=O)[O-]
 : 27 | 32 | 47* | 61* | -5 | -5 | 9.6 | 3 | -3
> O=C(CSc1nc2[nH]ncc2c(=O)n1-c1ccccc1Cl)N1CCCC1
 : -3 | -4 | 7 | 18 | -2 | 8 | -1.5 | 1 | 0
> CCn1c2ccccc2c2cc(/C=N/NC(=O)c3cc(O)cc(O)c3)ccc21
 : 0 | -3 | 6 | 0 | -5 | 6 | 2.9 | 21* | -1
> COc1ccc(-c2onc(C)c2-c2ccccc2)c(O)c1
 : -3 | 25 | 26 | 3 | 38 | 27 | -1.2 | 9 | -6
> COc1ccccc1N(CC(=O)N1CCCCCC1)S(=O)(=O)c1ccc(C)cc1
 : 2 | 4 | 34 | 21 | 18 | 6 | -2.7 | 1 | -1
> Cc1nc2cc(-c3ccccc3)nn2c(C)c1CCC(=O)NCc1ccco1
 : 0 | 8 | 10 | 15 | 5 | 13 | -2.3 | 3 | -1
> Cc1ccc(NC(=O)CCNC(=O)c2ccccc2Cl)cc1S(=O)(=O)N(C)C
 : -3 | -4 | 9 | 22 | 2 | 8 | -0.1 | -3 | 4
> COc1ccccc1NS(=O)(=O)c1cccc(C(=O)N/N=C/c2ccc([N+](=O)[O-])o2)c1
 : 2 | 8 | 14 | 21 | 11 | 10 | 4.0 | -6 | 14
> O=C(Nc1cccnc1)c1coc(=O)c2ccccc12
 : 3 | -2 | 3 | 10 | 10 | -3 | -0.9 | 2 | -1
> Cc1ccc([N+](=O)[O-])cc1NC(=O)CCc1ccccc1
 : -1 | 19 | 21 | 3 | -10 | 12 | -0.1 | 1 | -1
> O=C(c1ccc(Cl)cc1Cl)N1CCC(c2nc3c(nnn3Cc3ccco3)c(=O)[nH]2)CC1
 : -4 | -6 | 5 | 14 | 22 | 3 | 1.2 | -2 | 0
> CCCN(c1ccc(OCC)cc1)S(=O)(=O)c1ccc2c(c1)NC(=O)CO2
 : -3 | -6 | 9 | 8 | 11 | 23 | -1.9 | -1 | 0
> Cc1nnc(SCC(=O)NC2CCCCC2)n(N)c1=O
 : 1 | -18 | 9 | 14 | 17 | 5 | -1.8 | 1 | -5

Brought forward from above: 3 compounds, then new ones.
Values run as follows: UPR XBP1 act | TIM10 inh | tim10-1 inh | tim23-1 inh | Mdm2-MdmX inh | NLRP3 yeast inh | UPR CHOP act | GRIN3A LBD mod | APJ agonist
> O=C(c1ccc(Cl)cc1Cl)N1CCC(c2nc3c(nnn3Cc3ccco3)c(=O)[nH]2)CC1
 : -4 | -6 | 5 | 14 | 22 | 3 | 1.2 | -2 | 0
> CCCN(c1ccc(OCC)cc1)S(=O)(=O)c1ccc2c(c1)NC(=O)CO2
 : -3 | -6 | 9 | 8 | 11 | 23 | -1.9 | -1 | 0
> Cc1nnc(SCC(=O)NC2CCCCC2)n(N)c1=O
 : 1 | -18 | 9 | 14 | 17 | 5 | -1.8 | 1 | -5
> CC(CCn1cccn1)NC(=O)c1cc(COc2ccc(F)cc2Cl)on1 (stereo not drawn)
 : 0 | -6 | 40 | 23 | 20 | 12 | -0.9 | -2 | -3
> CCNC(=S)N(Cc1cc2cc(C)ccc2[nH]c1=O)C1CCCC1
 : -3 | 7 | -4 | 8 | -2 | -6 | -0.2 | -2 | -1
> O=C(NC12CC3CC(CC(C3)C1)C2)c1cc(F)c(F)c(F)c1F
 : -6 | -2 | 26 | 26 | -21 | 35 | 0.0 | 2 | -3
> COc1ccc(NC(=O)c2ccc3nc[nH]c3c2)c(OC)c1
 : -1 | 6 | -9 | 7 | 0 | 2 | -0.6 | -1 | -2
> O=C(CCN1C(=O)COc2ccccc21)NCc1cccs1
 : 4 | -14 | -5 | -15 | 21 | 8 | -0.1 | 1 | 4
> O=C(NCc1cccnc1)/C(=C\c1ccc(-c2ccc(Br)cc2)o1)S(=O)(=O)c1ccccc1
 : -5 | 35 | 39 | 52* | 96* | -1 | 83* | -11 | -2
> CC(=O)N1CCN(c2ccccc2NC(=O)COc2cc(C)cc(C)c2)CC1
 : -3 | -13 | 2 | 8 | 3 | 9 | 2.1 | 0 | -3
> CC(/C=N/NC(=O)c1ccncc1)=C\c1ccc(C(C)C)cc1
 : 4 | -25 | 9 | -5 | -2 | 18 | 3.2 | -1 | 6
> CN(CC(=O)Nc1ccccc1Cl)C(=O)CSc1nc2ccccc2s1
 : -3 | 1 | 8 | 15 | 18 | 8 | -0.3 | 0 | -1
> CCN(CC)S(=O)(=O)c1cc(NC(=O)CCCOc2ccc(C(C)=O)cc2)ccc1C
 : -3 | 24 | 28 | 21 | 17 | 13 | -1.5 | -2 | 1
> CC(=O)N(C(C)=O)c1ncnc2c1c(-c1ccc(Cl)cc1)nn2C(C)(C)C
 : -2 | 21 | 18 | 49 | 40 | 10 | 1.4 | -2 | -2
> C=CCOc1c(Cl)cc(CNCCC)cc1Cl
 : -2 | 7 | -16 | 6 | -1 | 8 | 0.3 | -2 | -1
> O=C1ON=C(c2ccccc2)/C1=C/c1ccco1
 : 10 | 19 | 36 | 41 | 2 | 10 | 2.9 | 0 | 1
> CCc1ccc2nc3sc(C(=O)N4CCc5ccccc54)c(N)c3cc2c1
 : 9 | 12 | 13 | -2 | 47 | 1 | 6.0 | . | -8
> Cc1sc2nc(CN(C(=O)NC3CCCCC3)C3CCCC3)[nH]c(=O)c2c1C
 : 1 | 24 | 26 | 26 | -15 | 16 | 1.7 | 1 | -3
> Cc1ccc(NS(=O)(=O)c2ccc(C(=O)NC3CCN(Cc4ccccc4)CC3)cc2)cc1
 : -2 | -4 | -11 | -11 | 35 | 14 | 3.5 | -6 | 7
> COc1ccc(C(C)(C)C)cc1NC(=O)COC(=O)CN1C(=O)NC2(CCCCC2C)C1=O (stereo not drawn)
 : -1 | 7 | 5 | 15 | 8 | 11 | -0.2 | 4 | -5
> CCn1c(SCc2ccc(C)cc2)nnc1-c1nn(-c2ccccc2)ccc1=O
 : 3 | 6 | -1 | 2 | 23 | 3 | -1.4 | 0 | 1
> CCOC(=O)Cn1ccc(-c2ccccc2)c(C#N)c1=O
 : 4 | -5 | 6 | 0 | 10 | 31 | 0.3 | -2 | -4
> NC(=S)N/N=C/c1cccc(Br)c1
 : 5 | -17 | 23 | 2 | -1 | -39 | 1.9 | -1 | -6
> CCCCN(C(=O)c1cccc(S(=O)(=O)N2CCOCC2)c1)c1c(N)n(CCC)c(=O)[nH]c1=O
 : -1 | -6 | -7 | -1 | -19 | -1 | -1.3 | 0 | -7
> COc1ccc(CC(=O)Nc2ccc(-c3noc(COc4ccccc4C)n3)cc2)cc1
 : -5 | -5 | -15 | 2 | 19 | 25 | -2.7 | -7 | 1
> O=C(O)CCC(=O)CCC(=O)c1ccccc1
 : -2 | 0 | 0 | 0 | 5 | -5 | -1.6 | -2 | -3
> COc1cccc(/C=N/N2CCOCC2)c1O
 : 2 | 3 | 14 | 4 | -1 | 7 | 3.8 | -18 | -3
> COc1ccccc1NC(=O)C1CC(O)CN1C(=O)Oc1ccccc1 (stereo not drawn)
 : 1 | -7 | 9 | 13 | -8 | 5 | -0.6 | -2 | -3
> CCOc1ccc(N2C(=O)C3C(c4ccc(O)cc4)NC(CCSC)(C(=O)OC)C3C2=O)cc1 (stereo not drawn)
 : -1 | 0 | 1 | 7 | 21 | 11 | 0.0 | -3 | -2
> Cc1cc(-c2nc3ncccc3o2)ccc1N
 : 2 | 14 | -6 | 16 | -28 | 11 | 1.9 | 1 | 2
> CC(C)COc1ccc(C(=O)Nc2sc3c(c2C(=O)O)CC(C)(C)OC3)cc1
 : 0 | 19 | 18 | 26 | 51* | 10 | 6.5 | -6 | -1
> CN(C)S(=O)(=O)c1ccc(NC(=O)CCNC(=O)c2ccco2)cc1
 : 1 | 5 | 5 | -5 | -27 | 4 | 4.2 | -2 | 2
